D1 potentiator: Potentiators of Human D1 Dopamine Receptor: qHTS | D(1A) dopamine receptor (Homo sapiens), P21728 | HEK293 TREx D1 cells, calcium flux, dopamine EC20 potentiation | actives 0.036% (n = 360,000) | potentiation, % at 10 µM; in the data active = potentiation above about 30%; also: 0% is about no effect
Target sequence (P21728 whole entry, looked up): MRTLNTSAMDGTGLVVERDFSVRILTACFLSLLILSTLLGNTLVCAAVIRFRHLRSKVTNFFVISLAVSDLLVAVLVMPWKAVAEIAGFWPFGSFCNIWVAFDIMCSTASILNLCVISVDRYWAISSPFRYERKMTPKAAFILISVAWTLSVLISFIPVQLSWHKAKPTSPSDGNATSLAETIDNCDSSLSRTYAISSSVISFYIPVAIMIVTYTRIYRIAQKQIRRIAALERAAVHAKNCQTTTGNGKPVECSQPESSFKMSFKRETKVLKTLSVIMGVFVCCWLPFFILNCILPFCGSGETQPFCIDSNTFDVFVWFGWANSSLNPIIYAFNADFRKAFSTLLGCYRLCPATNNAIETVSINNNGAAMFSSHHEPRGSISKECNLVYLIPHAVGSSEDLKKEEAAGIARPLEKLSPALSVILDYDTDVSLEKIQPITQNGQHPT
RXFP1 agonist: qHTS Assay for Agonists of the Relaxin Receptor RXFP1; HEK293T-RXFP1 cAMP TR-FRET, 30 min; response scale: percent of porcine relaxin response, buffer zero; Potency, µM (top dose mostly 57.5 µM), for inactives: at the top dose activation, usual class: activators; actives 0.3% (n = 370,000); AID 2676, 2010; also: potency is read from the fitted curve at half-maximal effect; % is scaled to controls: 0 for no effect and ±100 for the full control effect; nearly all actives have a fitted effect of over 60% in size; many of its hits are not listed in these tables
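HEK293T cells stably expressing RXFP1 were pretreated with the PDE4 inhibitor Ro 20174, exposed to compounds for 30 min at 37C, lysed, and cAMP was read by TR-FRET. Data normalized to buffer (basal) and 29 nM porcine relaxin (100%).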
Anesthetic bind: qHTS Assay for Identification of Novel General Anesthetics; Potency, µM (titrated, usually from 77.5 µM), for the others: at the highest dose activity change, negative = displacement, hits mostly inhibitors; actives 0.074% (n = 350,000); apoferritin/1-aminoanthracene competitive binding, fluorescence; Ferritin light chain (Equus caballus), P02791; also: potency is read from the fitted curve at half-maximal effect; % is scaled to controls: 0 for no effect and ±100 for the full control effect; nearly all actives have a fitted effect of over 20% in size
Target sequence (P02791 2-175 limits assumed): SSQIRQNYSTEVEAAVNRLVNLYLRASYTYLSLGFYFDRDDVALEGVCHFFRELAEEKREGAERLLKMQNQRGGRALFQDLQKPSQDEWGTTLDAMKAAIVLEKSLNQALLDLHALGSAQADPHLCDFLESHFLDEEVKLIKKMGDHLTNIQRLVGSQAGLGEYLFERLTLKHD
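Steps: apoferritin (10 uM) was premixed with half-saturated 1-AMA in PBS, compounds were pin-transferred, plates stood 10 min at room temperature, fluorescence was read at 380/535 nm, and curves were fitted with a Hill equation.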
TRHR agonist: qHTS for Small Molecule Agonists and Allosteric Enhancers of Human TRH Receptor: Primary Screen for Agonists | TRHR cells, calcium flux fluo-8, FDSS agonist mode | activation, % at 2 µM | actives 0.18% (n = 360,000) | AID 493084, 2011; in the data active = activation above about 30%; also: 0% is about no effect
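Read-out: compound-evoked intracellular calcium rise in TRHR cells, fluo-8 dye, kinetic FDSS fluorescence at 1 s/cycle following a 10-cycle baseline. Cells cultured overnight before dye loading (30 min–1.5 h, RT).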
D1 antagonist: Antagonist of Human D 1 Dopamine Receptor: qHTS. activity change, negative = inhibition, % at 10 µM. AID 504652, 2011. actives 3.2% (n = 360,000). HEK293 TREx D1 cells, calcium flux, dopamine EC80; stronger effect = lower value. D(1A) dopamine receptor (Homo sapiens), P21728; in the data active = activity change below about -30%; also: % is scaled to controls: 0 for no effect and ±100 for the full control effect
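Tetracycline-induced HEK293 T-REx cells with force-coupled D1 receptor were loaded with a no-wash calcium dye. Compound was added after a 10 s baseline and read kinetically for 180 s; EC80 dopamine was then added and calcium flux followed another 180 s.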
D2 PAM: HTS Assay for Positive Allosteric Modulators of the Human D2 Dopamine Receptor: Primary Screen for Potentiators. potentiation, % at 10 µM. HEK293 T-REx D2, calcium flux, EC20 dopamine potentiation. AID 485347, 2010. D(2) dopamine receptor (Homo sapiens), P14416. actives 0.34% (n = 340,000);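 active = potentiation over 3 SD above the plate norm, cut at about 30% in these data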; also: 0% is about no effect
Target sequence (P14416 whole entry, looked up): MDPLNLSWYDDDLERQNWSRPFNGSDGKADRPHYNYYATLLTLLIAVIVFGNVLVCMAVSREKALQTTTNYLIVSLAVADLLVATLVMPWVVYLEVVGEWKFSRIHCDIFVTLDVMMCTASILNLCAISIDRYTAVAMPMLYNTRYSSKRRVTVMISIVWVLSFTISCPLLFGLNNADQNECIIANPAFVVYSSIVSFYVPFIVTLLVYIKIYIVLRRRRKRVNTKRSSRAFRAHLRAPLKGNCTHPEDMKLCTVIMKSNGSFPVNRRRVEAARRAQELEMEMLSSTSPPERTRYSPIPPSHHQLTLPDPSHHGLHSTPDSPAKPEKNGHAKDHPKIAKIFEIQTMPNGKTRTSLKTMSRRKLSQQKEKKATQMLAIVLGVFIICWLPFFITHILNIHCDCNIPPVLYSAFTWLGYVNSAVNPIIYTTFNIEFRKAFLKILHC
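Calcium flux readout, no-wash dye, 1 read/s. Inducible HEK293 Trex D2 line, overnight 30 C. Compound alone 180 s (agonist flags), then EC20 dopamine, another 180 s to score potentiation.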
TRHR enhancer: qHTS for Small Molecule Agonists and Allosteric Enhancers of Human TRH Receptor: Primary Screen for Enhancers | Thyrotropin-releasing hormone receptor (Homo sapiens), P34981 | TRHR cells, fluo-8 calcium fluorescence, EC20 TRH enhancement | enhancement, % at 2 µM | actives 0.66% (n = 360,000) | AID 493056, 2011; in the data active = enhancement above about 30%; also: 0% is about no effect
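Enhancer read-out: after compound pinning and an initial kinetic agonist-mode read, an EC20 of TRH (10 nM final) was injected and fluo-8 calcium signal (Ex 480/Em 530) followed at 1 s/cycle for 100 cycles in TRHR-expressing cells.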
RXFP1 antagonist: qHTS Assay for Antagonists of the Relaxin Receptor RXFP1. Relaxin receptor 1 (Homo sapiens), Q9HBX9. HEK293-RXFP1, relaxin-stimulated cAMP HTRF, 30 min; stronger effect = lower value. activity change, negative = inhibition, % at 57.5 µM. actives 0.59% (n = 350,000). AID 1259400, 2018;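 active = activity change of -60% or lower, but not beyond a set lower limit; inconclusive = change between -60% and -40%, or beyond the set limit; inactive = change above -40%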; also: % is scaled to controls: 0 for no effect and ±100 for the full control effect
D1 agonist: Allosteric Agonists of the Human D1 Dopamine Receptor: qHTS. activation, % at 2 µM. AID 504660, 2011. D(1A) dopamine receptor (Homo sapiens), P21728. actives 1% (n = 360,000). HEK293 T-REx D1 cells, calcium flux, agonist mode; in the data active = activation above about 30%; also: 0% is about no effect
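Tetracycline-induced HEK293 TREx D1 cells, force-coupled to calcium signalling, were dye-loaded with a no-wash calcium kit. Compound was pin-added after a 10 s baseline. Fluorescence was read kinetically at 1 cycle/s for 180 s, with calcium rises flagged as agonism.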
* = called active by the depositor; ? = inconclusive; · = not tested or not shown; [ ] = another dose, or the depositor's remark. Unless noted, calls follow the shape of the dose curve; as a rule, active = well fitted curve in the direction sought with a large enough effect; inconclusive = small, poorly fitted or top-dose-only effect, or another doubt; inactive = no such curve, though single readings can be large; an effect the other way counts as inactive or inconclusive.

SMILES,D1 potentiator,RXFP1 agonist,Anesthetic bind,TRHR agonist,D1 antagonist,D2 PAM,TRHR enhancer,RXFP1 antagonist,D1 agonist
O=C(Nc1cc(C(F)(F)F)cc(C(F)(F)F)c1)c1cccn(Cc2ccccc2Cl)c1=O,-5,-0.1%,-13%,0.4,39,-6,-1,·,2
COC(=O)C1=C(c2ccc(OC(F)(F)F)cc2)C[C@@H]2CC[C@H]1N2C(=O)NCc1cc(C)oc1C(F)(F)F,-1,0.1%,·,1.7,-22,-12,-1,·,6
CCOP(=O)(OCC)C(NC(=O)c1ccc(OC)cc1)C(Cl)(Cl)Cl (stereo unspecified),-1,-0.5%,-1%,1.1,3,11,1,-2,0
O=S(=O)(NC1CCCCC1)OCC(Cl)(Cl)Cl,-3,0.9%,?,-0.4,-34*,-3,-6,·,1
CCCCC1(CCCC)C(=O)NC(=Nc2cccc(C)c2)NC1=O,-8,-0.2%,?,-0.6,7,14,0,-3,13
Cc1ccc(-c2nc3ccccc3c(=O)n2-c2cccnc2)cc1,-1,4.8%,1%,0.0,-4,-6,3,-2,0
Nc1nonc1OCCCCOc1nonc1N,0,-2.2%,-2%,0.3,7,3,1,2,3
COc1ccc(S(=O)(=O)NC(CC(=O)N2CCC3(CC2)OCCO3)C(C)C)cc1 (stereo unspecified),-4,0.0%,-9%,0.1,-7,11,-2,-10,-1
COc1ccc(N2C(=O)/C(=C/c3ccc(C)o3)C(=O)NC2=S)cc1,-3,1.1%,-1%,1.6,0,7,1,4,1
COc1ccc(C2C(C(=O)N3CCC4(CC3)OCCO4)c3cc(OC)c(OC)cc3C(=O)N2C)cc1 (stereo unspecified),4,0.7%,0%,1.4,-1,-3,3,-2,2
O=C(c1cccc2ccccc12)C1CCCN(Cc2ccon2)C1 (stereo unspecified),2,0.0%,-10%,-0.2,-1,-8,6,4,3
Cn1c(O)c(C=NCCCN2CCCC2=O)c(=O)n(C)c1=O,-4,5.5%,-9%,0.1,-28,5,0,3,0
O=c1[nH]c(=O)n(Cc2ccccc2)c(O)c1C=NCCCn1ccnc1,5,0.5%,-13%,1.0,6,-5,-7,22,5
O=C1NC(=O)C(CCc2ccncc2)(CCc2ccncc2)C(=O)N1CCc1ccccc1,2,-1.2%,-7%,0.9,11,·,7,12,0
COC(=O)C1=C(c2ccc(F)cc2OCc2ccccc2)C[C@@H]2CC[C@H]1N2C(=O)NCc1ccc(C(C)(C)C)cc1,-5,-2.9%,·,0.5,-12,17,-13,·,2
COc1ccccc1-n1c(O)c(C=NC2CC2)c(=O)[nH]c1=O,-3,-0.3%,-1%,-0.1,-2,1,0,-13,1
COC(=O)c1ccc(NC(=O)CSc2nc3ccc(N4C(=O)C5C6C=CC(C6)C5C4=O)cc3s2)cc1 (stereo unspecified),-5,-1.1%,-5%,0.8,10,10,-5,-29,5
Cc1ccc(NC(=O)CN2C(=O)CN=C(c3ccccc3)c3cc(Cl)ccc32)cc1,·,-0.3%,?,-1.1,5,8,2,·,12
CCCCC12CN3CC(C)(CN(C1)C3c1ccccn1)C2=O (stereo unspecified),1,-0.7%,-4%,-0.1,-13,-12,1,·,-3
CCOc1ccccc1-n1c(O)c(C=NCc2ccc3c(c2)OCO3)c(=O)[nH]c1=O,-1,1.2%,?,0.7,6,-5,1,-6,0
COc1ccc(C(=O)N/N=C/C23CC[C@@H](O)CC2(O)CC[C@@H]2[C@@H]3CCC3(C)C(C4=CC(=O)OC4)CCC23O)cc1 (stereo partly specified),-2,0.5%,5%,0.2,-22,-6,-3,-8,1
Cc1cc(N2CCOCC2)nc2ccc(NC(=O)CCC(=O)N3CCC4(CC3)OCCO4)cc12,0,0.1%,-3%,0.5,-5,-1,1,-10,1
CCOC(=O)C1CCN(/C=C2/C(=O)NC(=O)N(Cc3ccco3)C2=O)CC1,-5,-0.7%,-19%,-0.9,12,·,-3,4,3
O=[N+]([O-])c1cc(F)c(N2CCCC2)cc1N1CCNCC1,-5,2.4%,-16%,-0.4,6,-9,-1,·,2
Cc1ccc(-c2nn(Cc3ccccc3)cc2C=O)cc1,0,2.3%,-2%,0.3,-7,-4,1,-2,1
O=C(Nc1ccc2nc(-c3cccs3)c(-c3cccs3)nc2c1)NC1CC1,-1,2.2%,40%[activator],4.9,-4,10,-2,2,5
CSc1nnc(OC(=O)N(C)C)n1-c1ccc(Cl)cc1,-3,-0.3%,1%,-1.8,-2,2,-4,2,1
Cn1c(O)c(/C=N/Nc2ccccc2)c(=O)n(C)c1=O,-3,1.0%,?,-0.5,5,-3,3,-31,1
N#CC1=C(N)Oc2n[nH]c(-c3cccs3)c2C1c1ccco1 (stereo unspecified),-6,-1.4%,7%,-0.9,-12,·,4,-16,16
COc1ccc(-c2nn(CCC#N)cc2C(=O)NCc2ccccc2)cc1[N+](=O)[O-],-6,0.5%,-6%,0.2,8,0,-1,-4,2

Continued; it opens with the 2 that closed the last part.
SMILES,D1 potentiator,RXFP1 agonist,Anesthetic bind,TRHR agonist,D1 antagonist,D2 PAM,TRHR enhancer,RXFP1 antagonist,D1 agonist
N#CC1=C(N)Oc2n[nH]c(-c3cccs3)c2C1c1ccco1 (stereo unspecified),-6,-1.4%,7%,-0.9,-12,·,4,-16,16
COc1ccc(-c2nn(CCC#N)cc2C(=O)NCc2ccccc2)cc1[N+](=O)[O-],-6,0.5%,-6%,0.2,8,0,-1,-4,2
COc1ccccc1CC1C(=O)C2CCN1CC2 (stereo unspecified),8,-0.7%,-14%,0.0,-2,14,-1,-4,0
Cc1ccc(-c2nc3ccccc3c(=O)n2-n2cccc2)cc1,-1,0.0%,8%,-0.4,20,7,2,4,0
O=C(NCCN1CCCCC1)c1ccc(Cl)nc1Cl,-2,-0.6%,-2%,-0.1,-8,-1,-6,6,0
Cc1ccc(OCC(=O)N2CCN(Cc3cccnc3)CC2)cc1,0,1.0%,-2%,-0.1,3,-2,0,-3,2
COC(=O)C1=C(c2cccc(C#N)c2)C[C@@H]2CC[C@H]1N2C(=O)N1CCC(O)CC1,-3,2.2%,·,0.2,·,6,4,·,1
Cn1c(=O)n(C)c2cc([N+](=O)[O-])c(N3CCNCC3)cc21,-1,2.7%,-10%,-0.4,21,1,-2,-21,2
COCCNC(=O)c1ccc(N2CC3CC(C2)c2cccc(=O)n2C3)c([N+](=O)[O-])c1 (stereo unspecified),7,-2.0%,-7%,-0.5,-11,-7,4,-7,8
COc1ccc(NC(=O)N2C[C@@H]3C[C@@H](C2)c2cccc(=O)n2C3)c(OC)c1,0,0.0%,-1%,0.2,2,4,-16,·,0
Nc1ccc(C2(c3ccc(N)cc3)c3ccccc3-c3ccccc32)cc1,-10,0.1%,-11%,0.5,-14,-12,-11,-80*,3
Cc1ccc(N)c(C(=O)c2ccccc2)c1,-1,0.3%,?,2.1,11,·,-3,9,1
CCC(C(=O)N1CCC2(CC1)OCCO2)n1c2ccccc2c2nc(=O)cc(C)n21 (stereo unspecified),6,-2.0%,-3%,12,-1,6,-1,10,4
Cn1c(O)c(/C=C/C=Nc2ccccc2)c(=O)n(C)c1=O,7,6.7%,16%,13,7,-2,3,11,23
O=C(Cc1ccc(Cl)c(Cl)c1)NCC1(N2CCOCC2)CCCCC1,-3,-1.2%,-17%,-0.2,-10,-11,-8,-1,2
OCCOCC#CCN1CCOCC1,-3,-2.8%,-6%,-0.1,-4,4,0,-2,1
CN(C)CCN=Cc1c(O)n(Cc2ccc3c(c2)OCO3)c(=S)[nH]c1=O,-2,9.2%,-5%,-0.4,-11,1,3,-7,2
O=C1c2ccccc2C2(c3ccc(Cl)cc3)NCCN12 (stereo unspecified),-6,0.1%,-9%,-0.1,-27,-7,1,-10,3
CC(=O)Nc1ccc(CC(=O)N2CCN(Cc3ccccc3)CC2)cc1,11,1.4%,-2%,0.6,15,8,-2,-1,3
CCn1ccnc1CN1CCCC(C(=O)c2cc(Cl)ccc2OC)C1 (stereo unspecified),1,0.2%,-3%,-0.6,-13,·,-8,-11,2
C=CCn1c(O)c(/C=N/N2CCCCC2)c(=O)[nH]c1=O,-3,-0.2%,8%,0.6,-10,0,4,0,1
O=c1[nH]c(=S)n(-c2ccccc2)c(O)c1/C=N/N1CCCCC1c1cccnc1 (stereo unspecified),-3,4.9%,-13%,2.9,6,-12,-10,-23,7
CCS(=O)(=O)Nc1cccc(C(=C2CCCCC2)c2cnc[nH]2)c1,-6,-0.3%,·,-1.5,-2,-14,-2,·,-1
COc1c(C)cc(C(=O)C2CCCN(Cc3cccc(C)n3)C2)cc1C (stereo unspecified),-2,1.8%,-17%,0.4,8,-6,-1,-3,4
O=C(C1CCC(=O)N1C1CCCCC1)N1CCC2(CC1)OCCO2 (stereo unspecified),-3,-1.8%,-3%,0.4,-4,11,3,0,7
O=C(c1ccc2c(c1)N(Cc1ccc(F)cc1)C(=O)c1ccccc1S2)N1CCC2(CC1)OCCO2,-1,0.3%,-10%,-1.5,16,20,-2,?,1
CCCCCCCCCOc1ccc2[nH]cc(CCN)c2c1,2,4.2%,?,0.7,-3,-18,6,·,13
Cc1ccc(NC(=O)CN2C(=O)CN=C(c3ccccc3)c3ccccc32)c(C)c1,2,3.7%,-12%,-1.3,-1,-5,3,-1,-1
COP(=S)(OC)c1c(C)nn(CCC#N)c1NC(=O)c1ccc(Cl)cc1,-8,-3.1%,0%,0.0,-12,·,1,-12,0

A portion of the library (hit frequency here may not be typical).
